Source: PubChem
Rac1 GTP hydrolysis: MgcRacGAP GTPase-activating activity inhibitors, confirmation, biochemical, ADP Hunter fluorescence | Rac GTPase-activating protein 1 (Homo sapiens) | MgcRacGAP-stimulated Rac1 GTP hydrolysis, ADP Hunter fluorescence; higher % means a stronger effect; GST-tagged Rac1 F28L mutant substrate | one-dose inhibition, % at 30 µM; IC50 in µM for titrated hits | 340,000 tested, 0.6% active;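 active = first-screen hits whose inhibition reached a set limit at any dose in the follow-up dose series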;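 also: fluorescence reports GDP produced by GAP-driven GTP hydrolysis; strong numbers were not always called active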
Dengue-2 NS5 capping: Dengue-2 NS5 methyltransferase inhibitors, primary screen, biochemical, confirmation dose response (AID 588689); Dengue-2 NS5 methyltransferase capping enzyme assay, biochemical; higher % means a stronger effect; 340,000 tested, 0.3% active; Genome polyprotein (Dengue virus type 2 (strain 16681-PDK53)); inhibition, % at 25 µM; hits with a dose series show IC50 in µM; in the data active = a potency from the dose series
Large T inhibition: SV40 large T antigen inhibitors, biochemical (AID 1903) | one-dose inhibition, % at 20 µM; IC50 in µM for titrated hits | 310,000 tested, 0.39% active | SV40 large T antigen ATPase/helicase inhibition assay; higher % means a stronger effect; in the data active = a potency from the dose series; also: strong numbers were not always called active
AID2073: inhibitors of Mint1-CaV2.2 protein interaction, biochemical, HTRF (AID 2073). Voltage-dependent N-type calcium channel subunit alpha-1B (Homo sapiens). HTRF protein-protein interaction, Mint1-CaV2.2; higher % means a stronger effect. inhibition, % at 20 µM, or IC50 in µM where a hit was titrated. 290,000 tested, 0.19% active; in the data active = inhibition mostly above about 51%, no sharp cut-off; also: some results filed as inactive read as strong as hits
LYP inhibition: inhibitors of LYP phosphatase, biochemical, fluorescence intensity, uHTS (AID 1779); recombinant LYP phosphatase, fluorescence intensity; higher % means a stronger effect; inhibition, % at 11.5 µM; hits with a dose series show IC50 in µM; 290,000 tested, 0.054% active; in the data active = inhibition above about 50%;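 also: plate controls were vehicle with enzyme for no effect and no enzyme for full effect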
SIAH1 antagonists: Siah-1 peptide-binding antagonists, primary screen, biochemical, fluorescence polarization, rhodamine-plectin, uHTS (AID 1817); one-dose displacement, % at 20 µM; IC50 in µM for titrated hits; 290,000 tested, 0.02% active; Siah-1 / rhodamine-plectin peptide fluorescence polarization; higher % means a stronger effect;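 active = displacement of at least 50% at 20 µM, with a fluorescence ratio check between 0.3 and a set limit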;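 also: plate controls were Siah plus tracer with DMSO for no effect and tracer alone without Siah for full effect; strong numbers were not always called active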
HIV fusion peptide: inhibitors of HIV fusion peptide binding, primary screen, biochemical, uHTS, fluorescence dequenching (AID 1986); cell-free peptide binding, fluorescence dequenching, 30 min; higher % means a stronger effect; inhibition, % at 20 µM, or IC50 in µM where a hit was titrated; 290,000 tested, 0.3% active; in the data active = inhibition mostly above about 52%, no sharp cut-off; inactive = mostly below about 76%; also: some results filed as inactive read as strong as hits
XIAP antagonists: XIAP antagonists, biochemical, IAP family, fluorescence polarization (AID 1018). XIAP BIR domain, fluorescence polarization peptide displacement; higher % means a stronger effect. displacement, % at 20 µM, or IC50 in µM where a hit was titrated. 200,000 tested, 0.007% active. E3 ubiquitin-protein ligase XIAP (Homo sapiens); in the data active = displacement above about 50%; also: a part of the inactive calls stands beside numbers as strong as those of hits
RSV CPE inhibition: RSV antiviral activity via CPE protection, HEp-2 cells, primary 10 µM value included (AID 2391). HEp-2 cells, RSV-induced CPE inhibition; higher % means a stronger effect. one-dose CPE inhibition, % at 10 µM; IC50 in µM for titrated hits. 310,000 tested, 0.13% active; in the data active = a potency from the dose series; also: strong numbers were not always called active
* marks the source's active call; other numbers are inactive results; . = not tested or not shown; & = joins results of further samples. Not a hit list; any-hit rate near 1.7%.

Rac1 GTP hydrolysis	Dengue-2 NS5 capping	Large T inhibition	AID2073	LYP inhibition	SIAH1 antagonists	HIV fusion peptide	XIAP antagonists	RSV CPE inhibition	Compound
6%	-1%	5%	-9%	-1%	4%	-1.6%	-23%	-0.1%	Cc1cccc(-c2nc3c(c(SCC(N)=O)n2)CCCC3)c1
5%	.	5%	4%	-5%	-3%	-1.0%	-4.2%	-0.3%	CCc1cc(CNC(=O)CCc2nnc(Cc3cccc(C)c3)o2)on1
5%	-7%	8%	-5%	-7%	1%	-2.4%	.	3.1%	COc1ccccc1C(=O)NC(=S)Nc1ccc2[nH]c(=O)[nH]c2c1
13%	-11%	13%	6%	-4%	-3%	3.6%	-3.8%	0.8%	CC(C)(C)C(=O)CSc1nnc(-c2cccs2)n1CC1CCCO1 (configuration not stated)
0%	-1%	19%	6%	-10%	-3%	-2.1%	-4.2%	1.3%	O=C(NNS(=O)(=O)c1ccccc1[N+](=O)[O-])c1ccc(F)cc1
6%	-1%	17%	.	.	.	.	.	0.8%	Cc1ccccc1-c1nnc(SCC(=O)NC2CCCC2)n1C
0%	-24%	10%	21%	2%	0%	0.5%	-0.4%	1.8%	O=C(Nc1ccc(-c2cn3c(n2)SCC3)cc1)c1ccc2c(c1)OCO2
3%	4%	25%	-4%	-3%	6%	1.9%	-2.5%	9.8µM*	Cc1cc(NC(=O)COC(=O)c2ccccc2S(=O)(=O)N(C)c2ccccc2)no1
-1%	3%	13%	0%	1%	3%	0.1%	-3.9%	-0.6%	O=C(O)C1CCCCC1C(=O)Nc1cc(C(F)(F)F)ccc1Cl (configuration not stated)
5%	5%	7%	-6%	-4%	-4%	0.7%	-4.7%	-0.7%	CCO[C@@H]1OC(C(N)=O)=C[C@H](c2ccc(Br)cc2)[C@H]1CCCO
21%	-4%	11%	-22%	4%	6%	0.3%	1.3%	1.2%	Nc1nc(-c2ccc3c(c2)OCCO3)cs1
4%	-4%	12%	.	.	.	.	.	1.6%	Nc1ncnc2c1ncn2C1O[C@H](CO)[C@@H](O)[C@@H]1O (some centres not stated)
-6%	17%	0%	-19%	1%	0%	0.1%	4.6%	3.2%	Cc1cc(C)c(S(=O)(=O)Nc2cccc3nsnc23)c(C)c1
-5%	-8%	9%	23%	8%	4%	-0.7%	-3.5%	12%	COc1ccc(OC)c(-c2csc(NC(=O)C3c4ccccc4Oc4ccccc43)n2)c1
1%	-5%	1%	2%	8%	0%	-2.2%	-6.6%	11%	Cc1ccc(N(C(C)C(=O)Nc2cc(Cl)ccc2Oc2ccccc2)S(C)(=O)=O)cc1 (configuration not stated)
.	.	15%	-7%	1%	0%	-1.1%	-6.4%	-0.6%	COc1ccc(OC)c(Nc2nnc(C)c(=O)[nH]2)c1
9%	4%	11%	-10%	-6%	-1%	0.8%	.	2.5%	COc1ccc(OCc2cc(C(=O)N(C)CC3CCCCO3)no2)c(Cl)c1 (configuration not stated)
16%	.	7%	4%	-5%	4%	0.9%	.	1.6%	COc1ccccc1NC(=O)CCSc1nc(C)cs1
4%	-1%	20%	14%	10%	-2%	-2.6%	-5.3%	14µM*	Cc1ccc(/C=N\NC(=O)C2CN(S(=O)(=O)c3ccccc3)CCN2S(=O)(=O)c2ccccc2)cc1 (configuration not stated)
0%	-2%	7%	1%	0%	-4%	0.0%	-6.1%	0.7%	Cc1ccccc1OCC(=O)N/N=C/c1ccncc1
5%	-10%	13%	6%	-9%	-2%	-0.8%	-7.6%	1.1%	COc1ccccc1NC(C)=O
4%	3%	4%	13%	-6%	-2%	-0.7%	.	2.5%	Cc1nc(-c2ccc(NC(=O)Cc3ccccc3)cc2)cs1
.	.	18%	8%	-3%	1%	0.9%	.	-2.6%	COc1cc(C2CC(=O)Nc3n[nH]c(-c4ccccc4)c32)cc(OC)c1OC (configuration not stated)
6%	-4%	11%	.	.	.	.	.	-1.1%	CCNc1nc(NCC)n2c(SCC(=O)Nc3c(C)cccc3C)nnc2n1
-4%	-12%	6%	11%	-8%	8%	-0.8%	.	1.6%	Cc1ccc(NC(=O)[C@@H](C)NC(=O)[C@@H]2Cc3ccccc3CN2)cc1
8%	3%	16%	-3%	-3%	-2%	-2.4%	-3.1%	-0.8%	CCSc1nc2cc(OC)c(OC)cc2c(=O)n1CC
13%	-5%	0%	8%	-6%	-5%	-0.1%	.	0.2%	CCCCCc1ccc(-c2cn(Cc3ccc([N+](=O)[O-])cc3)nn2)cc1
7%	-2%	28%	4%	-11%	-5%	0.0%	-3.4%	1.1%	CC(=O)N1Cc2ccccc2CC1C(=O)O (configuration not stated)
10%	-6%	16%	4.2µM*	-3%	6%	-2.2%	-8.2%	5.0%	Cc1nc2sc(C(=O)OC(C)C)c(N)c2c(C)c1C
-1%	-3%	5%	-17%	-1%	-2%	-0.2%	.	2.1%	COc1cc(OC)c(OC)cc1/C=N/n1c(COc2ccccc2)n[nH]c1=S
11%	-3%	11%	-10%	-6%	-1%	-1.1%	-7.4%	2.1%	COC(=O)CCCCC1SCC2NC(=O)NC21O (configuration not stated)
2%	-3%	3%	8%	-9%	1%	2.2%	-4.0%	0.9%	Cc1cc2c(nn1)CCc1nonc1-2
1%	0%	8%	-7%	-2%	1%	-1.1%	0.2%	-0.4%	COc1ccc(CNC(=O)c2coc(=O)c3ccccc23)c(OC)c1
4%	-5%	0%	1%	-7%	-1%	-1.0%	.	0.4%	O=C(C1CCCN(S(=O)(=O)c2ccccc2)C1)N1CCCCC1 (configuration not stated)
-2%	-7%	12%	-2%	6%	-1%	1.4%	-9.7%	0.4%	CCC1(C)Cc2c(sc3nnn(Cc4ccccc4Cl)c(=O)c23)CO1 (configuration not stated)
6%	-4%	8%	16%	-3%	2%	-0.5%	.	3.2%	Cc1cccc(N2C(=O)N3[C@@H]4c5ccccc5OC[C@@H]4[C@@H](c4ccccc4)[C@]3(C)C2=O)c1
3%	-6%	11%	30%	-1%	1%	-2.4%	-1.9%	0.8%	COc1ccc(/C(O)=C2/C(=O)C(=O)N(CCN3CCOCC3)C2c2ccccn2)cc1OC (configuration not stated)
2%	-5%	5%	3%	-4%	-1%	-1.7%	-5.5%	7.4%	COc1ccc(-c2csc(N(CC3CCCO3)C(=O)c3cccs3)n2)cc1 (configuration not stated)
4%	-3%	3%	.	.	.	.	.	-0.3%	CC(OC(=O)c1ccc(Cl)nc1)C(=O)NCc1ccc2c(c1)OCO2 (configuration not stated)
.	.	18%&7%	4%	-3%	5%	0.5%	-2.3%	-1.2%	CCCCC1=NC2(CCCC2)C(=O)N1Cc1ccc(-c2ccccc2-c2nn[nH]n2)cc1
.	.	4%	17%	-12%	4%	-1.2%	0.2%	0.5%	Cn1c(SCC(=O)NCc2ccccc2)nc2c([nH]c3ccccc32)c1=O
13%	-5%	18%	-4%	-11%	-6%	1.3%	.	-1.0%	COc1ccc(CNC(=O)c2cc(C(C)=O)c[nH]2)cc1
8%	.	4%	5%	-10%	5%	0.9%	.	-0.6%	COc1ccc(NC2=NCCCCC2)cc1
0%	-1%	13%	-10%	-3%	10%	0.3%	-5.2%	1.8%	CCSc1nc(=O)n(-c2ccccc2)c(C)c1C(C)=O
3%	4%	4%	-13%	1%	0%	0.3%	-7.7%	0.8%	O=C(COC(=O)C1CSC2(c3ccc(F)cc3)CCC(=O)N12)NC(=O)NC1CCCC1 (configuration not stated)
7%	-2%	7%	6%	5%	-2%	7.6%	-6.3%	7.8%	Cc1cc(C)c2cc(CN(Cc3ccc4c(c3)OCO4)Cc3nnnn3Cc3ccco3)c(=O)[nH]c2c1
8%	-10%	21%	9%	-3%	-6%	-2.9%	.	0.9%	O=C(Cc1ccc(Cl)cc1)NNC(=O)C1CC=CCC1C(=O)O (configuration not stated)
0%	-8%	4%	9%	-7%	-1%	-1.1%	-0.8%	-0.8%	COc1ccccc1CNC(=O)CSc1nc(C)cs1
2%	-1%	21%	4%	-5%	1%	-0.7%	-5.7%	1.0%	NC(=O)COc1cccc2cccnc12
5%	-16%	-6%	-8%	-6%	-6%	1.9%	-5.0%	1.1%	CCC(=O)N1CCc2cc(S(=O)(=O)CCC(=O)NCc3ccco3)ccc21

3 entries drawn at random from the list so far:
Rac1 GTP hydrolysis	Dengue-2 NS5 capping	Large T inhibition	AID2073	LYP inhibition	SIAH1 antagonists	HIV fusion peptide	XIAP antagonists	RSV CPE inhibition	Compound
6%	-4%	8%	16%	-3%	2%	-0.5%	.	3.2%	Cc1cccc(N2C(=O)N3[C@@H]4c5ccccc5OC[C@@H]4[C@@H](c4ccccc4)[C@]3(C)C2=O)c1
7%	-2%	28%	4%	-11%	-5%	0.0%	-3.4%	1.1%	CC(=O)N1Cc2ccccc2CC1C(=O)O (configuration not stated)
3%	4%	4%	-13%	1%	0%	0.3%	-7.7%	0.8%	O=C(COC(=O)C1CSC2(c3ccc(F)cc3)CCC(=O)N12)NC(=O)NC1CCCC1 (configuration not stated)

Some of the entries so far, with tabs:
smiles	Rac1 GTP hydrolysis	Dengue-2 NS5 capping	Large T inhibition	AID2073	LYP inhibition	SIAH1 antagonists	HIV fusion peptide	XIAP antagonists	RSV CPE inhibition
COc1ccc(NC2=NCCCCC2)cc1	8%	.	4%	5%	-10%	5%	0.9%	.	-0.6%
CC(=O)N1Cc2ccccc2CC1C(=O)O (configuration not stated)	7%	-2%	28%	4%	-11%	-5%	0.0%	-3.4%	1.1%
Cc1ccccc1OCC(=O)N/N=C/c1ccncc1	0%	-2%	7%	1%	0%	-4%	0.0%	-6.1%	0.7%
O=C(NNS(=O)(=O)c1ccccc1[N+](=O)[O-])c1ccc(F)cc1	0%	-1%	19%	6%	-10%	-3%	-2.1%	-4.2%	1.3%

(next part)
Rac1 GTP hydrolysis	Dengue-2 NS5 capping	Large T inhibition	AID2073	LYP inhibition	SIAH1 antagonists	HIV fusion peptide	XIAP antagonists	RSV CPE inhibition	Compound
2%	-11%	27%	-13%	-3%	-3%	-1.1%	-0.1%	1.1%	Cc1cc(C)c(S(=O)(=O)NCC(=O)NCc2ccccn2)c(C)c1
6%	-6%	8%	5%	-1%	5%	2.0%	-1.6%	2.7%	NS(=O)(=O)c1ccc(-n2ncc3c(=O)[nH]c(SCC(=O)Nc4nccs4)nc32)cc1
4%	-4%	11%	9%	2%	4%	-2.1%	-6.3%	0.0%	CCN(CC(=O)NCc1ccc(Cl)cc1)S(=O)(=O)c1ccc(NC(C)=O)cc1
10%	-1%	6%	-4%	-7%	-1%	-3.0%	-2.8%	3.3%	COc1ccc(/C=N/N2CCN(C3c4ccccc4-c4ccccc43)CC2)cc1OC

Arranged by value in LYP inhibition (highest first): three of the compounds above
SMILES | LYP inhibition
CCN(CC(=O)NCc1ccc(Cl)cc1)S(=O)(=O)c1ccc(NC(C)=O)cc1 | 2%
NS(=O)(=O)c1ccc(-n2ncc3c(=O)[nH]c(SCC(=O)Nc4nccs4)nc32)cc1 | -1%
Cc1cc(C)c(S(=O)(=O)NCC(=O)NCc2ccccn2)c(C)c1 | -3%
